Compound activity (PubChem)
GLP1R inv ag – GLP-1 receptor (human) inverse agonism; P43220; HEK293 GLP-1R CRE-luciferase, luminescence, 24 h; GLP-1R form is constitutively active; Potency, µM (series often up to 38.3 µM), for inactives: at the top dose activity change, negative = inhibition, most hits filed as inhibitors; 410,000 compounds, 1.6% hits; AID 624417; note: potency is the fitted concentration of half-maximal effect; % is set by controls: 0 for no effect and ±100 for the full control effect; nearly all actives have a fitted effect of over 55% in size
Target sequence (P43220 whole entry, looked up): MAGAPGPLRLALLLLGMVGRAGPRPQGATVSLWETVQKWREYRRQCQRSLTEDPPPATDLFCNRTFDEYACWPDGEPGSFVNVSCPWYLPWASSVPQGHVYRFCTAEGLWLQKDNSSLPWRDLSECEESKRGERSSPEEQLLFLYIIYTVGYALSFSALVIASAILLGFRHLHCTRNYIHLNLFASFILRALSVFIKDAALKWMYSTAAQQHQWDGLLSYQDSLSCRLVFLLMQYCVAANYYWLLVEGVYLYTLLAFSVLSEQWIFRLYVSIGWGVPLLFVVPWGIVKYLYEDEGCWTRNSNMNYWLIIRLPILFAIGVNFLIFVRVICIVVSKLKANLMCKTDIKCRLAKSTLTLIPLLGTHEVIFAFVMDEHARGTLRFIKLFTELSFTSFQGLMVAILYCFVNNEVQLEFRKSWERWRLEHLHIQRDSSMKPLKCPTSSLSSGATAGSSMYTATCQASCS
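Using stably transfected HEK293 (constitutively active GLP-1R, cAMP-luciferase reporter), compounds were incubated 24 hr and luciferase measured by luminescence.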
GLP1R cytotox – cytotoxicity in counter-screen for GLP-1R inverse agonists; Potency, µM (titrated, usually from 38.3 µM), inactives show at the top dose activity change, negative = inhibition, actives largely listed as inhibitors; HEK293 cAMP-luciferase reporter cells, luminescence, 24 h; 410,000 compounds, 0.13% hits; AID 624418;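 note: loss of luciferase light is scored as toxicity; potency is the fitted concentration of half-maximal effect; % is set by controls: 0 for no effect and ±100 for the full control effect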
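A 23 nL compound transfer followed 12 hours of cell culture at 37 deg C; exposure then lasted 24 hr. Luciferase assay detection reagent was dispensed and plates read for luminescence after a 12 min room-temperature wait.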
TDP-43 yeast inh – rescues yeast growth from TDP-43 toxicity; TDP-43 expressing yeast growth rescue, BacTiter-Glo, 24 h; Potency, µM (titrated, usually from 46.1 µM), inactives show top-dose growth rescue (activation), usual class: activators; 410,000 compounds, 1.8% hits; AID 652104; note: potency is the fitted concentration of half-maximal effect; % of control where 0% means no effect; nearly all actives have a fitted effect of over 50% in size
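Growth rescue of TDP-43-toxic yeast measured as ATP luminescence (BacTiter-Glo). Cells grown to mid-log in raffinose, induced in galactose at OD600=0.02, exposed to compound 24 hr at 30 deg C.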
DRD3 agonist – D3 dopamine receptor (human) agonism; P35462; D3R DiscoveRx beta-arrestin cells, luminescence, 90 min; max activation, %; 410,000 compounds, 0.58% hits; AID 652048; in the data active = max activation above about 30%; note: 0% is about no effect; mostly tested at two doses, the higher about 12 µM
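Agonist mode: compounds and dopamine controls were applied to plated cells for 90 min at 37 degrees C after an overnight attachment at 1500 cells/well. Luminescent read-out followed 30 - 60 minutes at room temperature with DiscoveRx detection reagent.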
KB-V1 MDR tox – KB-V1 MDR subline cytotoxicity. KB-V1 MDR cells viability, CellTiter-Glo, 72 h. Potency, µM (highest dose often 46.1 µM), without a hit: at the top dose activity change, negative = cytotoxicity, actives largely listed as cytotoxic. 400,000 compounds, 3.4% hits; note: potency is the fitted concentration of half-maximal effect; % is set by controls: 0 for no effect and ±100 for the full control effect; nearly all actives have a fitted effect of over 60% in size
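Cytotoxicity toward P-gp-expressing KB-V1 cells was determined as loss of CellTiter-Glo luminescence after 72 h at 37 degrees C. Compounds were tested in quantitative HTS format across a concentration range, with curves fitted to normalized data.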
aSyn rescue – rescues yeast growth from alpha-synuclein toxicity | Yeast expressing alpha-synuclein, growth rescue, BacTiter-Glo, 24 h | Potency, µM (highest dose often 46.1 µM), for inactives: at the highest dose growth rescue (activation), actives largely listed as activators | 370,000 compounds, 0.14% hits; note: potency is the fitted concentration of half-maximal effect; % of control where 0% means no effect; nearly all actives have a fitted effect of over 65% in size
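Readout is rescue of growth in alpha-synuclein-expressing yeast, so inhibitors of toxicity appear as activators. Growth after 24 hr at 30 deg C in galactose medium is quantified by luminescence.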
DRD3 antagonist – D3 dopamine receptor (human) antagonism | 360,000 compounds, 2.5% hits | max response, negative = inhibition, % | P35462 | D3R cells, DiscoveRx beta-arrestin luminescence, antagonist mode; hits give low values; in the data active = max response below about -50%; inconclusive = no clear call, values can overlap the other calls; note: % is set by controls: 0 for no effect and ±100 for the full control effect; mostly tested at two doses, the higher about 12 µM
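Cells plated overnight at 1500 cells/well, then exposed to library compounds with dopamine controls for 90 minutes at 37 degrees C. DiscoveRx reagent added for 30–60 minutes at room temperature; luminescence read, quantitative HTS format.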
PTHR1 agonist – activates the human parathyroid hormone receptor PTHR1; Q03431; HEK293 GP2 PTHR1 cells, GloSensor cAMP luminescence, 1 h; Potency, µM (series often up to 115 µM), without a hit: at the top dose activation, usual class: activators; 410,000 compounds, 0.075% hits; note: potency is the fitted concentration of half-maximal effect; nearly all actives have a fitted effect of over 55% in size; some results filed as inactive show a strong effect at the top dose; inactives centre near -15; many of its hits are not listed in these tables
Target sequence (Q03431 whole entry, looked up): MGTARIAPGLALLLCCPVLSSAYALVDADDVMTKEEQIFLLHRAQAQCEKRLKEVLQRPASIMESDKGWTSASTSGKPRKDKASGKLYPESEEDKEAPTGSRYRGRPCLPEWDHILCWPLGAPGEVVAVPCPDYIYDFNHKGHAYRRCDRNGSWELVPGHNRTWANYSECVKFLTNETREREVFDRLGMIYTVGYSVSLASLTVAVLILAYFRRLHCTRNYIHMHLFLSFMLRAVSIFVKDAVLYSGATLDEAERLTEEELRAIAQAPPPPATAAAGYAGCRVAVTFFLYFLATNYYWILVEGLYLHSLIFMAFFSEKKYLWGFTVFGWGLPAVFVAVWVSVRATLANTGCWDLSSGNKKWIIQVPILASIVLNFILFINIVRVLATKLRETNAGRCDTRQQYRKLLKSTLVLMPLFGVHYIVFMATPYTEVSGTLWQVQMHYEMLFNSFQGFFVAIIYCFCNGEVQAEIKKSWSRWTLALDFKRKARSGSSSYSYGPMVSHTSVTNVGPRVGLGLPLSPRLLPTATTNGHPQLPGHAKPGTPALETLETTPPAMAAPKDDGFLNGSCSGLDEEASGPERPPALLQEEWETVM
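HEK-293-derived GP2 cells expressing PTHR1 and a GloSensor cAMP reporter, 3,000/well, plated overnight, given luciferin plus IBMX (each 0.5 mM as added) for 1 h at 37 °C, then compound for 1 h at 37 °C. Luminescence was read after 15 min at room temperature.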
GLP1R ag – agonists of human GLP-1 receptor; P43220; HEK293 GLP-1R CRE-luciferase, luminescence, 4-6 h; cells express a hypersensitive GLP-1R form; Potency, µM (series often up to 45.6 µM), for inactives: at the highest dose activation, hits mostly activators; 380,000 compounds, 0.007% hits; note: potency is the fitted concentration of half-maximal effect; % of control where 0% means no effect
An asterisk follows results filed as active; [ ] = dose if it differs, or a comment. Unless noted, calls come from the whole dose curve; as a rule, active = well fitted curve in the direction sought with a large enough effect; inconclusive = small, poorly fitted or top-dose-only effect, or another doubt; inactive = no such curve, though single readings can be large; an effect the other way counts as inactive or inconclusive.

Screening C/C(=N\NC(=O)CSCc1ccc([N+](=O)[O-])cc1)c1ccccc1O returned GLP1R inv ag -16%, GLP1R cytotox inconclusive, TDP-43 yeast inh 6%, DRD3 agonist -53, KB-V1 MDR tox 21µM*, aSyn rescue 1%, DRD3 antagonist inconclusive, PTHR1 agonist inactive and GLP1R ag 0%.
Screening CCN(CC)C(=O)c1cc(-c2ccc(Cl)cc2)on1 returned GLP1R inv ag 1%, GLP1R cytotox -1%, TDP-43 yeast inh inconclusive, DRD3 agonist -1, KB-V1 MDR tox 3% and PTHR1 agonist -17%.
Screening COc1cccc(-c2nn(Cc3ccccc3)cc2CO)c1 returned GLP1R inv ag -23%, GLP1R cytotox -18%, TDP-43 yeast inh 13%, DRD3 agonist 3, KB-V1 MDR tox -2%, aSyn rescue -2%, DRD3 antagonist 0, PTHR1 agonist -7% and GLP1R ag 7%.
O=C1C=CC(=O)N1c1ccc(O)cc1 was read as GLP1R inv ag -5%, GLP1R cytotox -2%, TDP-43 yeast inh -93%[inhibitor], DRD3 agonist -5, KB-V1 MDR tox inconclusive, aSyn rescue -77%[inhibitor], DRD3 antagonist -16, PTHR1 agonist inactive and GLP1R ag 0%.
Screening CCn1c(-c2cccnc2Cl)nc2ccccc21 returned GLP1R inv ag 9%, GLP1R cytotox -14%, TDP-43 yeast inh 4%, DRD3 agonist 0, KB-V1 MDR tox 1%, aSyn rescue 1%, DRD3 antagonist 15, PTHR1 agonist -5%[57.5 µM] and GLP1R ag -7%.
`C=CCN1C(=O)/C(=C/c2ccc(O)cc2)S/C1=N/c1nccs1` gave GLP1R inv ag 11%, GLP1R cytotox 12%, TDP-43 yeast inh 6%, DRD3 agonist 4, KB-V1 MDR tox -21%, aSyn rescue 0%, DRD3 antagonist 25, PTHR1 agonist inactive and GLP1R ag 9%.
Screening NCc1nc2cccnc2n1Cc1ccccc1Cl returned GLP1R inv ag 6%, GLP1R cytotox -12%, TDP-43 yeast inh 23%, DRD3 agonist 0, KB-V1 MDR tox -13%, PTHR1 agonist -22% and GLP1R ag -1%.
Screening COc1ccc(S(=O)(=O)N(C)CC(=O)NCc2cccnc2)cc1C returned GLP1R inv ag 8%, GLP1R cytotox 3%, TDP-43 yeast inh 19%, DRD3 agonist 1, KB-V1 MDR tox 7%, aSyn rescue 1%, DRD3 antagonist 22, PTHR1 agonist -26% and GLP1R ag 1%.
CCc1cccc(C)c1NC(=O)C1CCN(c2nnc(C)c3c(C)n(-c4ccccc4)nc23)CC1 was read as GLP1R inv ag 11%, GLP1R cytotox 1%, TDP-43 yeast inh 17%, DRD3 agonist -2 and PTHR1 agonist 6%.
`Cc1cc(C(=O)C(C)OC(=O)c2ccc(NC(=O)CC#N)cc2)c(C)n1-c1ccc(OC(F)F)cc1` (stereo not drawn) gave GLP1R inv ag inconclusive, GLP1R cytotox 7%, TDP-43 yeast inh 0%, DRD3 agonist -4, KB-V1 MDR tox 18µM*, aSyn rescue 0%, DRD3 antagonist 21, PTHR1 agonist inactive and GLP1R ag -38%[inhibitor].

In the list so far, two contain four or more nitrogen atoms:
Screening NCc1nc2cccnc2n1Cc1ccccc1Cl returned GLP1R inv ag 6%, GLP1R cytotox -12%, TDP-43 yeast inh 23%, DRD3 agonist 0, KB-V1 MDR tox -13%, PTHR1 agonist -22% and GLP1R ag -1%.
CCc1cccc(C)c1NC(=O)C1CCN(c2nnc(C)c3c(C)n(-c4ccccc4)nc23)CC1 was read as GLP1R inv ag 11%, GLP1R cytotox 1%, TDP-43 yeast inh 17%, DRD3 agonist -2 and PTHR1 agonist 6%.

(continued)
COc1ccc(NC(=O)C2(C)Cc3c(-c4ccccc4)ccnc3O2)cn1 (stereo not drawn) was read as GLP1R inv ag inconclusive, GLP1R cytotox -14%, TDP-43 yeast inh 17%, DRD3 agonist -6, KB-V1 MDR tox -20%, aSyn rescue 10%, DRD3 antagonist 0, PTHR1 agonist inactive and GLP1R ag 12%.
For O=C(CSc1nc(C2CC2)nc2ccccc12)Nc1ccc2c(c1)OCCO2 the results were GLP1R inv ag -20%, GLP1R cytotox -25%, TDP-43 yeast inh -6%, DRD3 agonist 7, KB-V1 MDR tox 15µM*, aSyn rescue -6%, DRD3 antagonist -8, PTHR1 agonist -2%[57.5 µM] and GLP1R ag 6%.
Screening CCCc1nc2ccccc2c(=O)n1/N=C/c1ccc(O)cc1O returned GLP1R inv ag 3%, GLP1R cytotox -14%, TDP-43 yeast inh -10%, DRD3 agonist 7, KB-V1 MDR tox 1%, aSyn rescue -9%, DRD3 antagonist 36, PTHR1 agonist inactive and GLP1R ag 0%.
For COc1ccccc1-c1c(C)[nH]n2c(=O)c(Cc3ccccc3)c(C)nc12 the results were GLP1R inv ag -11%, GLP1R cytotox -4%, TDP-43 yeast inh 4%, DRD3 agonist -7, KB-V1 MDR tox -7%, aSyn rescue -4%, DRD3 antagonist -9, PTHR1 agonist -15% and GLP1R ag -7%.
Screening CCOC(=O)C(=O)N1c2ccccc2C(N(C(=O)C(=O)OCC)c2ccccc2)CC1C (stereo not drawn) returned GLP1R inv ag 6%, GLP1R cytotox -11%, TDP-43 yeast inh 4%, DRD3 agonist 2, KB-V1 MDR tox inconclusive, aSyn rescue 0%, DRD3 antagonist 0, PTHR1 agonist -9% and GLP1R ag 15%.
For Cc1nc(-c2ccc(S(=O)(=O)NCc3ccccn3)s2)cs1 the results were GLP1R inv ag 5%, GLP1R cytotox -5%, TDP-43 yeast inh 1%, DRD3 agonist 0, KB-V1 MDR tox inconclusive, aSyn rescue -6%, DRD3 antagonist -8, PTHR1 agonist inactive and GLP1R ag -6%.
`O=C(c1ccco1)N1CCN(c2ccnc3cc(Cl)ccc23)CC1` gave GLP1R inv ag 11%, GLP1R cytotox 1%, TDP-43 yeast inh 19%, DRD3 agonist -4, KB-V1 MDR tox inconclusive, aSyn rescue 0%, DRD3 antagonist 20, PTHR1 agonist -10% and GLP1R ag 6%.
Screening COc1ccccc1/C=C1\SC(=S)N(CCC(=O)Nc2cccc(O)c2)C1=O returned GLP1R inv ag inconclusive, GLP1R cytotox -9%, TDP-43 yeast inh -6%, DRD3 agonist 0, KB-V1 MDR tox -1%, aSyn rescue -6%, DRD3 antagonist -20, PTHR1 agonist inactive and GLP1R ag -6%.
`CC(C)NC(=O)NC(=O)COC(=O)Cc1ccsc1` gave GLP1R inv ag 11%, GLP1R cytotox 6%, TDP-43 yeast inh inconclusive, DRD3 agonist -6, KB-V1 MDR tox inconclusive, aSyn rescue 1%, DRD3 antagonist -7, PTHR1 agonist -36% and GLP1R ag 0%.
`Cc1cccc(NC(=S)N=Nc2c(O)n(CN3CCOCC3)c3ccccc23)c1C` gave GLP1R inv ag inconclusive, GLP1R cytotox inconclusive, TDP-43 yeast inh 0%, DRD3 agonist -2, KB-V1 MDR tox -27%, aSyn rescue -6%, DRD3 antagonist -19, PTHR1 agonist -24% and GLP1R ag -5%.
COc1ccc(C(C(=O)NC2CCCC2)N(C(=O)c2snc(C(N)=O)c2N)C2CCCC2)cc1OC (stereo not drawn) was read as GLP1R inv ag 8%, GLP1R cytotox -11%, TDP-43 yeast inh -9%, DRD3 agonist 3, KB-V1 MDR tox -6%, aSyn rescue -4%, DRD3 antagonist -1, PTHR1 agonist -2% and GLP1R ag 9%.
Screening CCOC(=O)c1sc(Nc2ccc(C)cc2C)nc1C returned GLP1R inv ag inconclusive, GLP1R cytotox -3%, TDP-43 yeast inh inconclusive, DRD3 agonist 0, KB-V1 MDR tox inconclusive, aSyn rescue 2%, DRD3 antagonist 16, PTHR1 agonist -12% and GLP1R ag 16%.
Cc1noc(C)c1CSCC(=O)N(C)CC(=O)Nc1ccc(Cl)c(C(F)(F)F)c1 was read as GLP1R inv ag inconclusive, GLP1R cytotox 1%, TDP-43 yeast inh -4%, DRD3 agonist 5, KB-V1 MDR tox 2%, aSyn rescue 2%, DRD3 antagonist 0, PTHR1 agonist -22% and GLP1R ag 11%.
Screening O=C(c1ccc2c(c1)N(Cc1ccccc1)C(=O)c1ccccc1S2(=O)=O)N1CCN(Cc2ccccc2)CC1 returned GLP1R inv ag -25%, GLP1R cytotox 1%, TDP-43 yeast inh 15%, DRD3 agonist -7 and PTHR1 agonist -34%[inhibitor].
`Cc1cc(C(F)(F)F)n2ncc(-c3ccc(F)cc3)c2n1` gave GLP1R inv ag 5%, GLP1R cytotox 2%, TDP-43 yeast inh -5%, DRD3 agonist 0, KB-V1 MDR tox 3%, aSyn rescue 0%, DRD3 antagonist -10, PTHR1 agonist inactive and GLP1R ag -5%.
N#C/C(=C\c1ccccc1)C(=O)NCCN1CCOCC1 was read as GLP1R inv ag 19%[0.307 µM], GLP1R cytotox -5%[0.307 µM], TDP-43 yeast inh inconclusive, DRD3 agonist -9, KB-V1 MDR tox 3%, aSyn rescue -3%, DRD3 antagonist -13, PTHR1 agonist -23% and GLP1R ag 2%.
Screening Cc1nn(-c2ccccc2)c(OC(=O)c2ccccc2Cl)c1S(=O)(=O)c1ccccc1 returned GLP1R inv ag 10%, GLP1R cytotox 3%, TDP-43 yeast inh 13%, DRD3 agonist -2, KB-V1 MDR tox 24%, PTHR1 agonist -17% and GLP1R ag -1%.

An excerpt (hit frequency here may not be typical).
